Bioassay records from PubChem.
SK-BR-3 tox 24h: SK-BR-3 proliferation inhibitors; SK-BR-3 viability, CellTiter-Glo ATP luminescence, 24 h; active compounds read low; viability, % at 10 µM; hit rate 0.47% among 41,000; AID 847;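 active = viability at or below the median of all test compounds minus 3 SD, in both replicates if run twice, cut at about 45% in these data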;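 also: 100% = median untreated cell wells and 0% = median positive control drug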
The depositor's hits bear a star. The list is partial; rates above refer to the full screens.

SMILES | SK-BR-3 tox 24h
COc1ccc(CCNc2oc(-c3ccco3)nc2C#N)cc1 | 101
CC(=O)N1CCN(c2ccc(N=Cc3c(O)n(Cc4ccccc4)c(=O)[nH]c3=O)cc2)CC1 | 84
CC1=C(C(=O)Nc2ccc(F)cc2)C(c2ccc(C)o2)C2=C(CC(C)(C)CC2=O)N1 (configuration not stated) | 91
COc1ccc(C2CCN(Cc3cccnc3)CC2O)cc1 (configuration not stated) | 109
O=C(O)C1C2C=CC(C3CC23)C1C(=O)O (configuration not stated) | 90
O=C(Nc1ccc(N2CCCCC2)cc1)c1cncc(Br)c1 | 93
O=C(COc1ccc2c(c1)C(=O)CC1(CCCCC1)O2)NCc1ccccn1 | 78
CCOc1ccccc1Nc1ncnc2ccccc12 | 105
O=C(CS(=O)(=O)Cc1ccccc1)Nc1cccnc1 | 100
COc1cnn(-c2ccccc2)c(=O)c1N(C)C | 132
O=C1CSC(=O)N1CC(O)COc1ccc(Cl)cc1 (configuration not stated) | 90
COC(=O)c1c(C(=O)OC)c(C)n(Cc2cccnc2)c1C | 88
O=C(O)c1ccccc1C(=O)NCc1cccnc1 | 60
CCCc1nc2sc3c(c2c(=O)n1N)CCC3 | 82
Cc1ccc(C(=O)Nc2ccc(S(=O)(=O)N3CCN(C)CC3)cc2)o1 | 93
CC1(C)Cc2ccccc2C2CC(O)C(=O)N21 (configuration not stated) | 69
CCC1CCCCN1Cc1ccc(OC)c(OC)c1 (configuration not stated) | 84
COc1cc2c(cc1OC)CN(C(=O)CSc1nnc(C)s1)CC2 | 97
CCC(c1nnnn1C(C)(C)CC)N(CCCO)Cc1cc2cccc(C)c2[nH]c1=O (configuration not stated) | 86
O=C(NC1CCCCC1)N1CCN(Cc2nc3ccccc3c(=O)[nH]2)CC1 | 83
CCOc1ccc(N2C(=O)CC(SCCN)C2=O)cc1 (configuration not stated) | 93
COCc1nc2ccccc2n1CCCOc1ccccc1 | 97
C=CCn1c(SCC(=O)Nc2ccc(N(C)C)cc2)nnc1-c1cccc(C)c1 | 81
CCOc1ccc(-c2nnn(CC(=O)Nc3cc(OC)cc(OC)c3)n2)cc1OCC | 119
c1ccc(-n2c(-c3ccncc3)nnc2-c2ccco2)cc1 | 89
CNC(=O)c1ccccc1-c1ccccc1 | 114
COc1ccc(/C(O)=C2/C(=O)C(=O)N(CCN3CCOCC3)C2c2cccnc2)cc1OC (configuration not stated) | 141
CC1CCC(C(C)C)C(OC(=O)CSc2n[nH]c(=O)[nH]c2=O)C1 (configuration not stated) | 100
CCOC(=O)c1cc(-c2ccccc2)sc1N | 98
CCC(=O)N1CCc2cc(S(=O)(=O)NC(C(=O)NC(C)c3ccccc3)C(C)C)ccc21 (configuration not stated) | 82

An excerpt from above in order of length of the SMILES, highest first.
SMILES | SK-BR-3 tox 24h
CCC(c1nnnn1C(C)(C)CC)N(CCCO)Cc1cc2cccc(C)c2[nH]c1=O (configuration not stated) | 86
O=C(NC1CCCCC1)N1CCN(Cc2nc3ccccc3c(=O)[nH]2)CC1 | 83
c1ccc(-n2c(-c3ccncc3)nnc2-c2ccco2)cc1 | 89
COCc1nc2ccccc2n1CCCOc1ccccc1 | 97

Going on with the list:
SMILES | SK-BR-3 tox 24h
COc1ccc(S(=O)(=O)NCCSCc2ccco2)cc1 | 74
COc1ccccc1Nc1ncnc2ccccc12 | 95
CC1=C(C(=O)NCc2ccccc2)C(c2ccccc2OCC(N)=O)NC(=O)N1 (configuration not stated) | 101
CCOc1cc(NC(=O)c2cnccn2)c(OCC)cc1NC(=O)c1ccc(OC)cc1 | 88
Cn1c(SC2C(=O)CC(C)(C)CC2=O)nnc1-c1ccco1 | 110
CCCc1cc(N2CCCC(C(=O)NCc3ccc4c(c3)OCO4)C2)n2ncnc2n1 (configuration not stated) | 91
CCOCC(=O)Nc1nc2ccc(S(C)(=O)=O)cc2s1 | 98
O=C(CSc1ncnc2c1nnn2-c1ccc(F)cc1)NCC1CCCO1 (configuration not stated) | 83
Cc1ccc(NC(=O)CSc2nnc(-c3cnccn3)n2Cc2ccco2)cc1C | 69
CCCCCc1c(C)nc(NCc2ccccc2)[nH]c1=O | 87
CC(=NCC1CCCO1)c1c(O)[nH]c(=O)[nH]c1=O (configuration not stated) | 100
CCOc1cc(CNc2ncc(-c3ccc(OC)cc3)n2C)ccc1O | 98
Cc1ccc(SCCC(=O)N(C)C)cc1 | 133
N#CCCN(CCC#N)c1nnc(-c2ccccc2)s1 | 129
O=C(Nc1ccc(-n2cnnn2)cc1)C1CCC1 | 81
CCCCOC(=O)C1=C(C)Nc2ncnn2C1c1cccc(OC)c1 (configuration not stated) | 92
O=C(CSc1nnc(-c2c[nH]c3ccccc23)o1)N(Cc1ccccc1)c1ccc(F)cc1 | 118
O=C1CC(c2ccco2)CC(O)=C1C=Nc1cc(Cl)ccc1O (configuration not stated) | 111
O=C1NC(NS(=O)(=O)c2ccccc2)(C(F)(F)F)C(=O)N1Cc1cccnc1 (configuration not stated) | 76
Cc1cc(C(C)(C)C)ccc1OCCN(C)C | 101
CCOC(=O)c1ccc(NC(=O)CS(=O)(=O)c2cn(CC)c3ccccc23)cc1 | 85
O=C(Cn1c(SCC(=O)N2CCCc3ccccc32)nc2ccccc21)N1CCCC1 | 84
Cc1c(NC(=O)Oc2ccccc2)sc(=S)n1C | 84
COC(=O)C(C(=O)OC)=C(/C=C/N(C)C)N(C)C | 69
COc1ccc(CN(C(=O)c2oc3ccccc3c2C)C2CCS(=O)(=O)C2)cc1OC (configuration not stated) | 92
O=C(O)CCc1nc(-c2ccccc2)no1 | 97
CCCC(=O)Nc1ccc(N2CCN(C(=O)c3cccs3)CC2)cc1 | 97
COc1ccc(C2C(C#N)=C(N)Oc3c2oc(CO)cc3=O)c(OC)c1OC (configuration not stated) | 47
COCCCn1c(=N)c(C(=O)NCc2ccc3c(c2)OCO3)cc2c(=O)n3cccc(C)c3nc21 | 64
CCOC(=O)c1cnn(-c2cc(C)nc3c(-c4ccccc4)c(C)nn23)c1N | 81
COc1ccccc1CC(=O)Nc1ccc(O)cc1C(=O)O | 93
COc1ccccc1NC(=O)Nc1c(C)n(C)n(-c2ccccc2)c1=O | 114
C/C=C/c1ccc(OCCCN2C(=O)NC(C)(C)C2=O)c(OC)c1 | 114
COc1ccc(C2=NOC3(CC(=O)N(c4ccc(C)cc4)C3=O)C2)c(OC)c1 (configuration not stated) | 110
COc1cc(NC(=O)CCn2c(=O)[nH]c3ccsc3c2=O)cc(OC)c1 | 105
CC1C2C(c3ccccc3)N(C)C(=O)N(C)C2N(C)C(=O)N1C (configuration not stated) | 99
O=C(CSCc1cccs1)N1CCCC1 | 126
C=CCn1cnc2c(c1=O)c1nc3ccccc3nc1n2/N=C/c1cccc(OC)c1 | 95
Brc1ccc(C2=Nn3c(nnc3-c3ccncc3)SC2)cc1 | 79
CCc1c(C)sc(NC(=O)c2cccs2)c1C(=O)OC(C)C | 97
c1ccc(-c2ccc(-c3nc(-c4ccncc4)no3)cc2)cc1 | 68
c1ccc(-n2ncc3c(N4CCN(c5ccccn5)CC4)nc(N4CCCCC4)nc32)cc1 | 103
CC1CCCC(C)N1C(=O)CN1C(=O)C(C)(C)Oc2ccc(C(=O)NC3CCCC3)cc21 (configuration not stated) | 74
CC(=O)SCCC(=O)Nc1ccccc1 | 70
COc1ccc(C(=O)Nc2nc3nc(-c4ccccc4)cc(=O)n3[nH]2)cc1 | 101

Compounds listed so far that contain bromine:
SMILES | SK-BR-3 tox 24h
O=C(Nc1ccc(N2CCCCC2)cc1)c1cncc(Br)c1 | 93
Brc1ccc(C2=Nn3c(nnc3-c3ccncc3)SC2)cc1 | 79

Next results follow.
SMILES | SK-BR-3 tox 24h
CCOC(=O)Cn1nnnc1CN(Cc1ccccc1)Cc1cc2cc(CC)ccc2[nH]c1=O | 48
Cc1ccc2[nH]c(=O)c(CN(Cc3ccccc3Cl)C(=O)N3CCOCC3)cc2c1 | 62
CCCCCC(=O)Nc1ccc(N2CCN(C(=O)CCC)CC2)cc1 | 111
Oc1oc(-c2ccccc2)nc1C=NCc1ccncc1 | 100
O=C(NCc1ccc(N2CCCC2=O)cc1)Nc1ccccc1 | 98
COc1cc(OC)c(C2CC(=O)N3CN(c4ccc(C)cc4)CSC3=C2C#N)cc1OC (configuration not stated) | 94
Cc1cccnc1NC(=O)c1c(O)c2ccccc2n(C)c1=O | 88
c1ccc(-n2ncc3c2ncn2nc(CSc4nc5ccccc5s4)nc32)cc1 | 87
CCC(=O)Nc1nonc1-c1nc2ccccc2n1CCC(C)C | 85
C=CCNc1ncnc2c1ncn2C1OC(CO)C(O)C1O (configuration not stated) | 76
COC(=O)c1nc(-c2ccccc2)oc1N(C)C | 96
CCN(c1ccccc1)S(=O)(=O)c1ccc(F)cc1 | 97
O=C1CC(C(=O)Nc2ccc(O)c(C(=O)O)c2)C(c2ccccc2)O1 (configuration not stated) | 125
CC(C)(C)SCCNS(=O)(=O)c1ccc(F)cc1 | 96
CCC(=O)N1CCc2cc(Br)cc(S(=O)(=O)NCCN3CCOCC3)c21 | 97
COc1ccc(NC(=O)C=C(C)C)cc1Cl | 97
COCCn1c(C)cc(C(=O)CSc2nc(C)cc(C)c2C#N)c1C | 88
NC(=O)CSc1nnc(-c2ccc(O)cc2)n1Cc1ccco1 | 110
Oc1ccc2ccccc2c1/C=N/n1cnnc1 | 118
COc1ccc(C2SCCN2S(=O)(=O)c2ccc(F)cc2)cc1OC (configuration not stated) | 76
O=C(CN1C2CCC1CC(NC(=O)C1CC1)C2)NCc1ccccc1 (configuration not stated) | 91
Clc1ccc(C(c2nnnn2C2CCCC2)N2CCSCC2)cc1 (configuration not stated) | 74
c1ccc(OCc2nc3ccccc3[nH]2)cc1 | 103
CCOC(=O)C1CCCN(C(=O)c2cn(CC)c(=O)c3cc(OC)c(OC)cc23)C1 (configuration not stated) | 103
O=P(O)(CCCCP(=O)(O)CCc1ccccc1)CCc1ccccc1 | 81
COc1ccc(-c2nnn(CC(=O)N(C3CCCCC3)C(C)C(=O)NC3CCCC3)n2)cc1OC (configuration not stated) | 61
Cc1cc(C)nc(-n2nc(C)c3c(=O)[nH]c(C(F)(F)F)nc32)n1 | 76
CC1(c2ccccc2)CC(c2ccccc2)=Nc2nonc2N1 (configuration not stated) | 50
CCOc1ccc(-c2nc(C#N)c(N3CCN(CC)CC3)o2)cc1 | 80
O=C(CN1C(=O)c2ccccc2S1(=O)=O)N1CCc2ccccc2C1 | 112
Cc1cc(C)c(-c2cc(C(F)(F)F)no2)c(=O)[nH]1 | 99
CCCc1cc(C(=O)N2CCN(c3ccccc3C)CC2)cs1 | 81
COc1ccc(F)cc1S(=O)(=O)N1CCC(C(N)=O)CC1 | 82
COC(=O)c1ccc(-c2nc3ccccc3o2)cc1 | 88
COc1ccc(Nc2nc(Nc3ccc(OC)cc3)nc(-n3[nH]c(=O)c(C)c3C)n2)cc1 | 91
O=C(CSc1nnc(NC(=O)c2ccco2)s1)NC1CCCCC1 | 85
COc1ccc(CNC(=O)CN(C(=O)c2cc3sccc3n2C)C2CCCC2)cc1 | 79
Cc1ccc(CNC(=O)CCS(=O)(=O)c2cc(Br)cc3c2N(C(=O)C2CC2)CC3)o1 | 77
CCOc1ccccc1-n1c(SCC(=O)NC(C)(C)C)nnc1-c1ccoc1C | 84
O=c1oc(-c2cccnc2)nc2ccccc12 | 88
CCN=C1SC(CC(=O)NC2CCCCC2)C(=O)N1CC (configuration not stated) | 99
C=CCc1cc(OC)ccc1OCCON1C(=O)CCC1=O | 75
Cc1ccc(OCC(=O)N2CCN(C3=NS(=O)(=O)c4ccccc43)CC2)cc1 | 97
Cc1ccc(S(=O)(=O)c2cc3c(=O)n4ccccc4nc3n(CC3CCCO3)c2=N)cc1 (configuration not stated) | 97
CSc1nc(N)nc(SCC(=O)C23CC4CC(CC(C4)C2)C3)c1C#N | 70

Some of the entries above in another layout:
O=c1oc(-c2cccnc2)nc2ccccc12
  SK-BR-3 tox 24h = 88

CCN=C1SC(CC(=O)NC2CCCCC2)C(=O)N1CC (configuration not stated)
  SK-BR-3 tox 24h = 99

C=CCc1cc(OC)ccc1OCCON1C(=O)CCC1=O
  SK-BR-3 tox 24h = 75

Cc1ccc(OCC(=O)N2CCN(C3=NS(=O)(=O)c4ccccc43)CC2)cc1
  SK-BR-3 tox 24h = 97

(next part)
SMILES | SK-BR-3 tox 24h
COc1ccc(NC(=O)C2C3C=CC4(CN(Cc5cccnc5)C(=O)C24)O3)c(OC)c1 (configuration not stated) | 80
Cc1nc(SCC(=O)NCc2ccco2)c2oc3ccccc3c2n1 | 125
CCOC(=O)c1cnc2c(Cl)cc(Cl)cc2c1NCCOCCO | 86
COc1ccc(-c2csc(Cc3nnc4n3CCCCC4)n2)cc1OC | 81
O=C(NC1CCCCC1)n1c(=O)oc2ccccc21 | 102
Cc1ccc(C2C3=C(CC(C)(C)CC3=O)NC3=C2C(=O)CC(C)(C)C3)o1 | 109
O=S(=O)(c1ccc(Br)c2nsnc12)N1CCOCC1 | 97
O=c1[nH]n(-c2ncnc3c2cnn3-c2ccccc2)c(=O)c2ccccc12 | 91
CC(C)(C)OC(=O)N1CCC[C@H]1c1nnc(SCc2ccccc2Cl)o1 | 59
Cc1cc(C)c2cc(CN(CCO)Cc3nnnn3Cc3ccccc3)c(=O)[nH]c2c1 | 114
COCCN(C(=O)CCC(=O)Nc1ccccn1)C(C(=O)NCCC(C)C)c1ccc(OC)cc1 (configuration not stated) | 89
CCC(C)(C)n1nnnc1CN1CCN(c2nc3cc(OC)ccc3cc2C#N)CC1 | 79
O=C(CSc1nc(-c2ccco2)cc(C(F)(F)F)n1)NCc1cccs1 | 97
CCC(C)[C@H](NC(=O)NCCCN1CCOCC1)C(=O)OC (some centres not stated) | 86

Reformatted: entries from further up.
structure	SK-BR-3 tox 24h
Cc1ccc(C2C3=C(CC(C)(C)CC3=O)NC3=C2C(=O)CC(C)(C)C3)o1	109
O=S(=O)(c1ccc(Br)c2nsnc12)N1CCOCC1	97
O=c1[nH]n(-c2ncnc3c2cnn3-c2ccccc2)c(=O)c2ccccc12	91
CC(C)(C)OC(=O)N1CCC[C@H]1c1nnc(SCc2ccccc2Cl)o1	59
